# Tau fibril ThT – qHTS for Inhibitors of Tau Fibril Formation, Thioflavin T Binding. Microtubule-associated protein tau (Homo sapiens), P10636. recombinant tau K18 P301L, heparin-induced fibrillization, ThT fluorescence. Potency, µM (titrated, usually from 57.4 µM), for the others: at the highest dose activity, negative = inhibition, hits mostly inhibitors. 270,000 compounds, 2.1% hits. AID 1460, 2008; note: % is set by controls: 0 for no effect and ±100 for the full control effect; nearly all actives have a fitted effect of over 55% in size
# Target sequence (P10636 561-689 P618L limits assumed): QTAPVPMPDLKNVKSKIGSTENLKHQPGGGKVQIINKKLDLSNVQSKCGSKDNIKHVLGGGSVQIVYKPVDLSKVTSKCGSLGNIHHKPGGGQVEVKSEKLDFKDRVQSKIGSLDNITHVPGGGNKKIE
#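 Aggregation was driven by heparin (20 uM final) acting on recombinant tau […] bearing P301L in 100 mM sodium acetate pH 7; fibrils were detected with Thioflavin T.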
# Tau fibril FP – qHTS for Inhibitors of Tau Fibril Formation, Fluorescence Polarization. Microtubule-associated protein tau (Homo sapiens), P10636. K18 P301L tau heparin fibrillization, Alexa594 FP, 6 h. Potency, µM (series often up to 57.7 µM), without a hit: at the highest dose activity, negative = inhibition, actives largely listed as inhibitors. 280,000 compounds, 0.39% hits; note: % is set by controls: 0 for no effect and ±100 for the full control effect; nearly all actives have a fitted effect of over 55% in size
#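 FP of Alexa 594-tau after heparin (20 uM) induction. Substrate: human K18 P301L, 15 uM unlabeled, 0.24 uM labeled. Buffer 100 mM sodium acetate pH 7. 6 hr, 37 C.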
# Tau fluor counter – Counterscreen qHTS for Inhibitors of Tau Fibril Formation, Fluorescence Polarization | tau K18 P301L Alexa594 fluorescence, heparin fibrillization | Potency, µM (doses to about 57.7 µM), for the others: at the highest dose activity change, negative = decrease | 280,000 compounds, 0.93% hits; note: % is set by controls: 0 for no effect and ±100 for the full control effect; nearly all actives have a fitted effect of over 55% in size
#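 Human tau K18 P301L (15 uM unlabeled, 0.24 uM Alexa 594-labeled) in 100 mM sodium acetate pH 7 with 20 uM heparin, 6 hr at 37 C. ThT 30 uM added, 1 hr ambient; Alexa 594 FP and total fluorescence read at 555/632 nm.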
# GAA glycogen – qHTS Assay for Inhibitors and Activators of Human alpha-Glucosidase Cleavage of Glycogen; Potency, µM (highest dose often 76.4 µM), without a hit: top-dose activity change, negative = inhibition, actives largely listed as inhibitors; 300,000 compounds, 0.38% hits; recombinant GAA, glycogen substrate, Amplex Red glucose oxidase fluorescence; AID 2100, 2009;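 note: 0% = full enzyme reaction and -100% = no-enzyme basal signal; the screen sought inhibitors and activators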
#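 Recombinant human alpha-glucosidase (4 nM final) hydrolysed bovine liver glycogen (30 ug) for 40 min at 37 C in pH 5.0 citrate/phosphate with 0.01% Tween-20. Released glucose detected by glucose oxidase/Amplex Red, Ex 573/Em 610 nm. Compounds up to 77 uM; AC50 from Hill fits.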
# GAA spleen mod – qHTS Assay for Inhibitors and Activators of Human alpha-Glucosidase From Spleen Homogenate; Lysosomal alpha-glucosidase (Homo sapiens), P10253; human spleen homogenate, 4-MU-alpha-glucoside fluorescence; Potency, µM (titrated, usually from 79.9 µM), for inactives: at the top dose activity change, negative = inhibition, actives largely listed as inhibitors; 240,000 compounds, 0.006% hits;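 note: 0% = enzyme with vehicle and -100% = no enzyme basal signal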
#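 Enzyme source: human spleen homogenate, 1 ug/well. Buffer 50 mM citric acid/K phosphate pH 5.0, 0.01% Tween-20. 4-MU-alpha-glucoside 1 mM; 37 C x 40 min; NaOH/glycine stop; fluorescence.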
# GLA spleen mod – qHTS Assay for Inhibitors and Activators of Human alpha-Galactosidase From Spleen Homogenate; human spleen homogenate, 4MU-alpha-Gal fluorescence, 40 min; Alpha-galactosidase A (Homo sapiens), P06280; AID 2107, 2009; Potency, µM (titrated, usually from 80 µM), for inactives: at the top dose activity change, negative = inhibition, usual class: inhibitors; 240,000 compounds, 0.008% hits;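 note: 0% = enzyme with vehicle and -100% = no enzyme basal signal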
# Target sequence (P06280 32-429 limits assumed): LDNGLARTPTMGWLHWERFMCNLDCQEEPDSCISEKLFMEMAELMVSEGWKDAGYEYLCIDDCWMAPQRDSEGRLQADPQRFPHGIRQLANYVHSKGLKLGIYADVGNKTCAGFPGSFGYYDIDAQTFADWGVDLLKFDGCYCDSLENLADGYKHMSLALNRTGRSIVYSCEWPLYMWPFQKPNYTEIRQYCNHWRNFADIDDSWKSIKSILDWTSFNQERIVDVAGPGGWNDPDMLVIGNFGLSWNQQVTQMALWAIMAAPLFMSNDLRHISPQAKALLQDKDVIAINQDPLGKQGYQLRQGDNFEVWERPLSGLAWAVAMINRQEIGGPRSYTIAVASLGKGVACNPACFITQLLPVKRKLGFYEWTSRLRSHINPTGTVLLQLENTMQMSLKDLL
#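 Spleen homogenate 1 ug + cpd (titration) + 4-MU-alpha-D-galactopyranoside 1 mM; 37C 40 min; 50 mM citrate/phosphate pH 5.0, 0.01% Tween-20; stop pH 10; fluorescence 365/440; AC50 via Hill.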
# HTT cytoprotect – qHTS Multiplex Assay to Identify Dual Action Probes in a Cell Model of Huntington: Cytoprotection (ATP). PC12 HTT-Q103 induced, cytoprotection, ATP luminescence, 40 h. Potency, µM (titrated, usually from 56.4 µM), inactives show cytoprotection (ATP increase), actives largely listed as activators. 230,000 compounds, 0.14% hits. AID 1471, 2008;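 note: % of control where 0% means no effect; nearly all actives have a fitted effect of over 45% in size; toxic huntingtin expression switched on by the ecdysone agonist tebufenozide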
#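 PC12 cells stably carrying ecdysone-inducible Htt exon 1 (Q103)–GFP were induced with 100 nM tebufenozide (final) alongside library compounds in a dose series. Cytoprotection was scored as retained ATP by ATPlite luminescence.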
# GAA inh – qHTS Assay for Inhibitors of Human alpha-Glucosidase as a Potential Chaperone Treatment of Pompe Disease | Lysosomal alpha-glucosidase (Homo sapiens), P10253 | purified human GAA, 4-MU-alpha-glucoside fluorescence | Potency, µM (doses to about 76.9 µM), without a hit: at the top dose activity change, negative = inhibition, hits mostly inhibitors | 200,000 compounds, 0.005% hits | AID 1466, 2008;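 note: plate controls were uninhibited enzyme wells for no effect and no-enzyme background for full effect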
#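 Fluorogenic assay: 4 nM human alpha-glucosidase with 400 uM 4-methylumbelliferyl-alpha-D-pyranoside in 50 mM citrate/phosphate, 0.005% Tween-20, pH 5.0, 20 min at room temperature. Compounds tested up to 77 uM; AC50 from Hill fits.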
# Starred values were filed as active, the others as inactive; u = inconclusive; x = no result given; [ ] = remark or other dose. Calls come from the whole dose curve; as a rule, active = well fitted curve in the direction sought with a large enough effect; inconclusive = small, poorly fitted or top-dose-only effect, or another doubt; inactive = no such curve, though single readings can be large; an effect the other way counts as inactive or inconclusive. Potency is the fitted concentration of half-maximal effect. This is a random part of the collection (roughly 3.3% active in at least one column).
molecule	Tau fibril ThT	Tau fibril FP	Tau fluor counter	GAA glycogen	GAA spleen mod	GLA spleen mod	HTT cytoprotect	GAA inh
COCCCNC(=O)c1sc2nc(C)c(C(=O)Nc3ccc(Cl)cc3)c(-c3ccc(Br)cc3)c2c1N	-1%	-9%	-9%	-14%[76.3 µM]	x	x	x	x
CCOC(=O)c1cc(-c2ccccc2)n(CCC(=O)NC(C)CC)c1C (configuration not stated)	7%	7%	3%	-2%	3%	4%	-5%[10 µM]	-10%
O=C(Cn1c2ccccc2c2nc3n(c(=O)c21)CCS3)Nc1ccccc1C(F)(F)F	-6%	u	-2%	-3%	3%	-3%	-16%	u
CCC(Oc1ccc2c(=O)c(-c3ccccc3OC)coc2c1)C(=O)OCc1ccccc1 (configuration not stated)	u	1%	-13%	4%	1%	0%	35%[10 µM]	-8%
C/C(CC(=O)Nc1ccc(Cl)cc1Cl)=N\NC(=O)c1ccncc1	u	1%	-17%	-23%	2%	0%	4%[10 µM]	x
CCOC(=O)CC(NC(=O)c1cc2cc(Br)cc(OC)c2oc1=O)c1ccc(OC)cc1 (configuration not stated)	1%	0%	-10%	17%[76.3 µM]	x	x	x	x
Cc1noc(C)c1S(=O)(=O)N(CC(=O)N1CCn2c1nc1ccccc12)c1ccc(C(C)C)cc1	1%	-9%	-15%	-5%	1%	5%	-11%	-6%[15.4 µM]
O=C(Cc1ccc(F)cc1)N/N=C/c1ccccn1	0%	-1%	2%	4%	1%	-4%	-12%[10 µM]	-3%
COc1cc(C)c(NC(=S)Nc2cccc(Cl)c2C)cc1OC	-10%	-6%	-13%	-10%	-3%	-5%	-11%[10 µM]	u
C[C@@H]1c2ccccc2CN1CC1=NCCN1	u	u	-25%	x	14%	0%	2%	x
O=c1[nH]cnc2c1ncn2Cc1ccc([N+](=O)[O-])cc1	0%	-1%	-8%	-13%	-4%	3%	4%[10 µM]	3%
CC(=O)c1ccc(NS(=O)(=O)c2ccc(N/C=C/C(=O)c3ccc(F)cc3)cc2)cc1	u	u	u	-4%	1%	18%	-4%[10 µM]	x
CCOC(=O)c1c(-c2ccc(C)o2)csc1NC(=O)CSc1ncn[nH]1	-18%	-3%	-29%	-23%	-8%	-8%	6%	-2%
COc1ccc(NC(=O)c2ccco2)cc1NC(=O)COc1cc(C)ccc1C(C)C	u	-6%	-24%	14%[76.3 µM]	x	x	x	x
CCOC(=O)CCC(=O)NNC(=O)c1ccc(NC(=O)c2ccccc2)cc1	-7%	-1%	-7%	4%	0%	-7%	-10%[10 µM]	x
CCn1c(C(=O)OC)cc2c1ccn2-c1ccc(F)cc1	u	-1%	-26%	-6%	-7%	2%	-12%[10 µM]	-5%
Cc1ccc(S(=O)(=O)NCCCNC(=O)c2ccccc2)cc1	1%	-4%	-3%	9%	-5%	-8%	12%	-7%
COCCn1c(SC)nnc1-c1c[nH]c2ccccc12	-12%	0%	-6%	4%	-3%	3%	-27%	3%
COc1cc2c(cc1NS(=O)(=O)N1CCCCC1)oc1ccccc12	-6%	u	u	-1%	-11%	-11%	-13%	-2%
O=C(Nc1cc(-c2nn(CC(=O)N3CCCCC3)c(=O)c3ccccc23)ccc1N1CCOCC1)c1ccc(Cl)cc1	-4%	3%	0%	3%	-7%	8%	-19%	7%
O=C(Cc1cccs1)Nc1ccccn1	-11%	1%	-4%	7%	-2%	-7%	-8%	-5%
CSc1oc(-c2ccco2)nc1S(=O)(=O)c1ccc(Br)cc1	-7%	0%	-18%	-10%	-3%	-8%	-1%	u
Cc1c(C(=O)Nc2nc(-c3ccc(F)cc3)ns2)oc2ccc(Cl)cc12	-7%	-12%	-3%	20%[76.3 µM]	x	x	x	x
COc1ccc(N2CC(C(=O)NCc3ccco3)CC2=O)cc1 (configuration not stated)	0%	-2%	-12%	16%	2%	-6%	-6%	4%
Cc1cc(C)n2nc(N)c(N=Nc3ccc4c(c3)OCO4)c2n1	7%	4%	8%	1%	2%	-3%	x	8%

# Sorted by value in GAA spleen mod (largest number first): 3 from the list above
SMILES	Tau fibril ThT	Tau fibril FP	GAA glycogen	GAA spleen mod	GLA spleen mod	GAA inh
CCOC(=O)c1cc(-c2ccccc2)n(CCC(=O)NC(C)CC)c1C (configuration not stated)	7%	7%	-2%	3%	4%	-10%
Cc1cc(C)n2nc(N)c(N=Nc3ccc4c(c3)OCO4)c2n1	7%	4%	1%	2%	-3%	8%
O=C(Cc1ccc(F)cc1)N/N=C/c1ccccn1	0%	-1%	4%	1%	-4%	-3%

# Remaining list, next part.
molecule	Tau fibril ThT	Tau fibril FP	Tau fluor counter	GAA glycogen	GAA spleen mod	GLA spleen mod	HTT cytoprotect	GAA inh
CCOC(=O)CC(=O)c1[nH]c(C)c(C(=O)OCC)c1C	-8%	u	-8%	22%	-5%	-6%	8%[10 µM]	-5%
Cn1nc(C(=O)Nc2nc3ccccc3[nH]2)c2ccccc2c1=O	u	-4%	-4%	2%	-4%	-1%	6%[10 µM]	-8%
O=C(C1=C[C@H](c2coc3ccccc3c2=O)C[C@H](OCCCCO)O1)N1CCN(Cc2ccc3c(c2)OCO3)CC1	-1%	17%	6%	-4%	-2%	2%	-5%[10 µM]	x
COC(=O)CN1C2(C#N)CCCCC2CC2CCCCC21C#N (configuration not stated)	5%	-5%	-2%	-16%	-1%	0%	3%	0%
CN1CCN(C(=O)c2cc3sc4ccccc4c3s2)CC1	-5%	-3%	-10%	4%	8%	6%	-36%[10 µM]	x
COc1ccc(NS(=O)(=O)CC(C)C)c(OC)c1	u	0%	-23%	-2%	4%	1%	x	-6%
CCOC(=O)c1c(C)sc(-c2c(-c3ccc(OC)c(F)c3)[nH]c3[nH]c(=O)[nH]c(=O)c23)c1O	0%	6%	3.5µM*[quencher]	-20%[76.3 µM]	x	x	x	x
C=CCNC(=S)N1CCN(CCN=CC2=C(O)CC(c3cccs3)CC2=O)CC1 (configuration not stated)	-15%	-1%	-17%	-11%	-4%	3%	5%	-1%
COc1ccc(CN(Cc2ccco2)c2cnc(S(C)(=O)=O)nc2C(=O)Nc2ccc(F)cc2)cc1	0%	-12%	-24%	-8%[76.3 µM]	x	x	x	x
CCN(C(=O)CSc1nc2ccccc2n1CC)C1CCS(=O)(=O)C1 (configuration not stated)	2%	10%	6%	12%	x	-9%	-20%	5%
CCOC(=O)CC1=NS(=O)(=O)c2ccccc2N1	-5%	4%	1%	4%	-5%	-9%	-9%[0.074 µM]	-1%
Cc1cc(N2CC(C(=O)NCc3cccs3)CC2=O)ccc1C(C)C (configuration not stated)	-22%	10%	-9%	1%	-5%	2%	-24%	-11%
CC(C)CNC(=O)c1cccc(NC(=O)c2ccc(Cl)c([N+](=O)[O-])c2)c1	-15%	-7%	u	-4%	-2%	-1%	x	u
O=c1nc(N2CCOCC2)nc2n1CCO2	-7%	-2%	-3%	-12%	-8%	-1%	6%	3%
c1coc(C2Nc3cccc4cccc(c34)N2)c1	11µM*	u	7.9µM*[quencher]	-1%	4%	12%	-20%	-3%
O=C(/C=C/Nc1nccs1)C(F)(F)Cl	u	-7%	-13%	10%	6%	-1%	-8%	-5%
Cc1nn(-c2ccccc2)c2nc(-c3cccs3)cc(C(=O)NN)c12	2%	u	-27%	-23%	-6%	0%	-133%[inhibitor]	u
CCOC(=O)N1CCN(C(=O)C2CCCN(S(=O)(=O)c3cccnc3)C2)CC1 (configuration not stated)	-1%	1%	-1%	-18%	-5%	5%	-6%	u
O=C(c1ccco1)N(Cc1ccc2c(c1)OCO2)Cc1cc2cc3c(cc2[nH]c1=O)OCO3	x	0%	18%	2%	-6%	-9%	-7%[10 µM]	x
Cc1sc2ncnc(SCC(=O)N(C)C3CCS(=O)(=O)C3)c2c1C (configuration not stated)	-4%	-1%	3%	4%	5%	1%	-11%	2%
Cc1ccc(N(C(C)C(=O)N2CCCCC2)S(C)(=O)=O)cc1C (configuration not stated)	-9%	-1%	-8%	-3%	-12%	-20%	5%[10 µM]	-7%
CN(C)S(=O)(=O)c1ccc(C(=O)OCc2ccc([N+](=O)[O-])cc2)cc1	-18%	9%	-18%	1%	0%	0%	-52%[inhibitor]	-7%
CC1CC2(C)Oc3ccccc3C3OCC1(COC(=O)Nc1ccccc1)C(C)C32 (configuration not stated)	-8%	-15%	-16%	x	10%	-2%	-13%[1.9 µM]	x
O=C(Nc1nc2cc3c(cc2s1)OCO3)c1ccc(N2C(=O)CCC2=O)cc1	x	13%	-1%	4%	1%	16%	1%[10 µM]	x
Cc1ccccc1C(=O)OCc1nnc(-c2ccc(Cl)cc2)o1	u	-12%	-25%	-2%	3%	8%	-12%	-8%
COc1cc(/C=N/OCC(=O)NC2CCS(=O)(=O)C2)ccc1OC(F)F (configuration not stated)	8%	-1%	8%	1%	2%	-1%	-12%[10 µM]	-2%

# Limited to GAA spleen mod, Tau fibril FP and Tau fibril ThT, for two of the compounds above:
SMILES | GAA spleen mod | Tau fibril FP | Tau fibril ThT
Cc1cc(N2CC(C(=O)NCc3cccs3)CC2=O)ccc1C(C)C (configuration not stated) | -5% | 10% | -22%
CC(C)CNC(=O)c1cccc(NC(=O)c2ccc(Cl)c([N+](=O)[O-])c2)c1 | -2% | -7% | -15%

# Screening data deposited in PubChem BioAssay by National Center for Advancing Translational Sciences (NCATS).
